Source: PubChem BioAssay (several laboratories)
IEC-6 cytotox: cytotoxicity in IEC-6 intestinal epithelial cells, primary screen, cytotoxicity control for KLF5 inhibitor project, cell-based, luminescence. inhibition, % at 5 µM. actives 0.78% (n = 290,000). AID 1825, 2009. IEC-6 cytotoxicity, luminescence viability; in the data active = inhibition above about 22%;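 note: 0% = plate median of test compound wells and 100% = cytotoxic reference compound wells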
Platelet DG rel: inhibitors of platelet dense granule secretion, primary screen, cell-based, MLPCN, human platelets | human platelet-rich plasma, SFLLRN dense granule ATP release, luminescence | inhibition, %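 (compounds screened at 7.5 µM in platelet-rich plasma)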 | actives 0.22% (n = 300,000);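 active = mean replicate score, as percent of positive control, at or above 50; inconclusive = mean below 50 but at least one replicate at or above 50; inactive = mean and every replicate below 50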
HSF1 inhib: HSF1 inhibitors in luciferase reporter cells, primary screen, cell-based, NIH3T3, luminescence; AID 2098, 2009; NIH3T3-HGL HSE-luciferase, MG132-induced, luminescence 8 h; hits give low values; activity change, negative = inhibition, % at 7.5 µM (by protocol); actives 0.77% (n = 300,000);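 active = more than half of replicate wells show activity change below -50%, luminescence cut by over half; inconclusive = some wells, but at most half, below -50%; inactive = no replicate well below -50%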;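 note: luciferase reports HSF-1 transcriptional activity via heat shock element; 0% = median of DMSO wells and -100% = zero luminescence signal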
HSP90 refold inh: HSP90 inhibitors, primary screen, cell lysate, luminescence. Rabbit reticulocyte lysate, luciferase refolding luminescence, 3 h. inhibition, % at 5.6 µM. actives 0.91% (n = 290,000). AID 1789, 2009;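 active = inhibition above the screen-wide mean plus 3 SD, computed separately per campaign, cut at about 16% in these data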;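 note: 0% = DMSO wells and 100% = 60 µM geldanamycin wells; inhibitors lower the luminescence because luciferase stays unfolded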
SKKanGAS inh: S. pyogenes SKKanGAS growth inhibitors in kanamycin, primary screen, streptokinase expression inhibitor project, SKKanGAS strain, BacTiter-Glo luminescence | 6 h | inhibition, % at 7.5 µM | actives 1.3% (n = 300,000);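 active = mean replicate score, as percent of positive control median, at least 50; inconclusive = mean below 50 but one replicate at or above 50; inactive = mean and every replicate below 50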;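 note: strain carries kanamycin resistance gene driven by streptokinase promoter and grows in 40 µg/ml kanamycin; loss of luminescence reflects streptokinase promoter inhibition or plain growth inhibition; 0% = median of DMSO wells and 100% = positive control at its reference dose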
AI-2 QS modul: Vibrio harveyi AI-2 quorum sensing modulators, primary screen, JMH597 strain, luminescence/OD600 ratio | Vibrio harveyi JMH597 AI-2 luminescence/OD600 ratio, 9 h; hits give low values; strain lacks LuxN and CqsS sensors; 0 = neutral-control median | activity change, % at 7.5 µM | actives 0.4% (n = 300,000); in the data active = activity change below about -75%, passing the limit was not always enough; inconclusive = no clear call, values can overlap the other calls;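 note: luminescence divided by OD600 gain over 9 h not by final OD600 alone; inactives centre near 13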
KLF5 inhibitor: KLF5 expression inhibitors, primary screen, DLD-1 cells, luminescence; AID 1700, 2009; inhibition, % at 5 µM; DLD-1 KLF5 promoter-luciferase reporter; actives 0.23% (n = 290,000);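 active = inhibition above a per-plate limit of that plate's mean compound inhibition plus 3 SD, cut at about 60% in these data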;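 note: 0% = DMSO wells and 100% = LY294002 at 200 µM; higher means less KLF5 promoter-driven luciferase light; inactives centre near -14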
HSF-1 act: HSF-1 activators, primary screen, NIH3T3-HGL cells, MG132 stress, luminescence, single point. activation, % at 9 µM. AID 504408, 2011. actives 1.7% (n = 300,000). NIH3T3-HGL HSF-1 luciferase reporter, 8 h; 100% = twice DMSO control signal;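 active = mean replicate activation of at least 50% with a set share of replicates each reaching 50%; inconclusive = only one of those two conditions met; inactive = mean below 50% and too few replicates reaching it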;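 note: 0% = median of the neutral control wells and 100% = twice that signal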
aSyn 5UTR inh: MLPCN primary screen, SNCA 5' untranslated region; alpha-synuclein 5'UTR reporter, inhibitor activity; inhibition, % (tested at 7.5 µM); actives 0.82% (n = 300,000); AID 1813, 2009; in the data active = inhibition above about 60%; inconclusive = no clear call, values can overlap the other calls;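 note: H4 neuroglioblastoma cells stably carrying SNCA 5'UTR luciferase fusion; 0% = DMSO wells and 100% = positive control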
HIF act: HIF pathway transcriptional activators, primary screen, cell-based, U2OS HRE-luciferase, luminescence | activation, % at 7.5 µM (by protocol) | actives 0.32% (n = 300,000) | AID 1910, 2009 | U2OS HRE-luciferase reporter; normalized: DMSO 0%, desferrioxamine 100%;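 active = mean activation of at least 10% of the iron chelator positive control signal, with at least half of replicates also reaching 10%; inconclusive = mean and replicate majority disagree about reaching 10%; inactive = mean and most replicates under 10%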
Numbers without * were called inactive; u = inconclusive; x = not tested or not shown.

SMILES	IEC-6 cytotox	Platelet DG rel	HSF1 inhib	HSP90 refold inh	SKKanGAS inh	AI-2 QS modul	KLF5 inhibitor	HSF-1 act	aSyn 5UTR inh	HIF act
Cc1c(NC(=O)CN2CCN(c3ccc([N+](=O)[O-])cc3)CC2)c(=O)n(-c2ccccc2)n1C	-17	-4	-4	-2	0	17	-23	4	-26	-0.6
C/C=C/C=C/C(=O)OC(C)C(=O)Nc1cc([N+](=O)[O-])ccc1OC (configuration not stated)	0	3	3	4	4	13	-7	10	-21	2.1
O=C(NCc1cccc(C(F)(F)F)c1)C1CCN(c2ncccn2)CC1	-2	1	-1	3	-10	24	-13	6	2	-0.1
Cc1ccc(N2CC(NC(=O)C(=O)c3c(C)[nH]c4ccccc34)CC2=O)cc1C (configuration not stated)	x	-18	3	x	-3	-2	x	-1	17	-0.1
COc1ccc(/C=N\NS(=O)(=O)c2ccc(Br)cc2)cc1COc1ccccc1[N+](=O)[O-]	-2	-6	1	0	12	16	-22	4	1	-0.4
Cc1cc(C)cc(C(=O)NCCC(=O)N2CCC3(CC2)NCCc2[nH]cnc23)c1	5	-5	5	-2	-3	-7	-16	25	18	-0.2
CCO[C@@H]1OC(C(=O)N2CCN(Cc3ccc4c(c3)OCO4)CC2)=C[C@H](c2coc3ccccc3c2=O)[C@H]1CCCO	5	-1	2	7	-2	9	1	-4	15	0.0
COc1ccc(NC(=O)CN(C)C(=O)c2ccc(OCc3ccccc3)c(OC)c2)cc1	x	-7	-7	x	-2	x	x	-27	1	0.2
CCOc1ccccc1C1N=C(c2ccc(OC)cc2)CC(c2ccccc2O)N1 (configuration not stated)	5	0	94	-1	-2	-1	-74	130*	-234	4.9
Cc1nn(-c2ccccc2)c(C)c1Cc1ccc(O)cc1	4	7	21	0	-2	9	-86	35	-117	1.3
Cc1ccc(-n2[nH]c(C)c(/C=N/c3cccc(C)n3)c2=O)cc1	12	12	0	5	-1	11	-16	8	-6	0.2
CCc1ccc(NC(=O)c2cccc(C(=O)Nc3ccc(CC)cc3)n2)cc1	2	-2	-2	1	-3	39	-20	11	-21	1.6
COc1ccc(-c2csc(NC(=O)c3ccccc3F)n2)cc1	-2	0	4	33*	-7	-15	-24	2	-49	1.8
Cc1nn(-c2ccccc2)c(C)c1/C=C/C(=O)OC(C)C(=O)Nc1ncc(Cl)cc1Cl (configuration not stated)	-3	18	5	-6	4	4	5	9	1	-0.5
CC1=Nc2nc(N3CCCCC3)c(C#N)c3c4c(nc(c23)N1)N(c1ccc(C(C)C)cc1)C(=O)C4	-6	-7	0	-4	36	-3	1	2	-5	0.0
COc1cccc(/C=N/NC(=O)CCc2c(C)n[nH]c2C)c1	-1	-8	-1	2	-8	-4	-4	4	-2	-0.1
CC(Sc1nc2ccc(C(=O)c3ccccc3)cc2[nH]1)C(=O)O (configuration not stated)	3	1	-2	-4	-1	23	9	25	-4	-1.1
Cc1cc(C)n2c(Br)c(CSc3nc4ccccc4s3)nc2n1	2	-5	3	4	1	28	-33	-13	-79	1.4
Cc1noc(C)c1COC(=O)c1cc(F)c(F)cc1Cl	-3	-2	3	-1	2	22	14	-3	-13	0.5
Fc1cccc(F)c1-n1c(CN2CCOCC2)csc1=S	-1	6	-11	1	1	14	-3	-2	0	-0.2
C/C(=C\C(=O)C(F)(F)F)Nc1cc(C)cc(C)c1	13	3	-7	1	2	19	-7	3	-17	0.2
Cc1cc(=O)oc2cc(OCC(=O)NCc3ccco3)ccc12	0	1	-2	-3	1	8	-33	6	0	-0.7
Cc1ccc(-c2c3c(nc4sc(C(N)=O)c(N)c24)CCC3)cc1	-6	u	-8	-1	2	35	6	-18	-52	2.6
CCC(CC)c1nnc(NC(=O)C2CC(=O)N(c3ccc4c(c3)OCCO4)C2)s1 (configuration not stated)	0	-4	-5	-2	-4	9	-13	6	-1	-0.9
COc1ccc(N=C2C(=O)Nc3c(C)cccc32)cc1	6	0	-6	3	-5	70	-16	-13	-2	1.5
Cc1cc(N2CCCC2)ccc1NC(=O)CN1C(=O)NC2(CCCCC2)C1=O	x	x	1	x	1	21	x	3	-2	-0.9
Cc1ccc(NC(=S)N(CCCN(C)C)Cc2cc3cc4c(cc3[nH]c2=O)OCO4)cc1	0	15	-1	-2	-6	18	-12	-1	-21	0.1
Cc1ccnc2nc(C(=O)OCC(=O)N3CCc4ccccc43)nn12	1	-1	-7	1	-12	40	9	-3	-31	0.3
CSc1nnc2c(n1)[nH]c1c(C)cccc12	-13	10	-3	4	-1	13	-24	12	-107	1.4
O=C(COC(=O)C1C2CC3OC(=O)C1C3C2)Nc1cccc(C(F)(F)F)c1 (configuration not stated)	0	-2	2	1	4	8	-4	-13	6	0.2
O=c1/c(=C/c2ccc(CNS(=O)(=O)c3ccccc3)o2)sc2n1CCN=2	-2	-2	1	4	42	27	-16	-8	7	0.2
CCOC(=O)CCCNC(=O)CCNC(=O)c1ccc(OC(C)C)cc1	-1	1	-2	2	-6	37	-46	-9	-15	0.5
Cc1ccc(CN2CCSc3ccc(C(=O)NC4CCN(Cc5ccccc5)CC4)cc32)cc1	4	-1	7	3	4	9	10	5	13	0.5
CC(C)CC(=O)N1CCN(Cc2cccc(F)c2)CC1	4	4	x	2	2	17	-31	x	-1	-0.3
COc1ccc(N2CC(C(=O)Nc3c(C(N)=O)oc4ccccc34)CC2=O)cc1 (configuration not stated)	x	-1	2	x	-8	7	x	3	9	0.6
CCCN(CC(=O)Nc1ccccc1C)C(=O)CCN1C(=O)c2cccc([N+](=O)[O-])c2C1=O	x	4	0	x	-6	28	x	4	1	-0.4
Cn1nnc(NC(=O)c2ccccc2F)n1	3	-15	-2	-1	3	15	-5	1	-11	-0.2
O=S(=O)(NCC1CCCO1)c1ccc(Oc2ccccc2)cc1 (configuration not stated)	2	11	-5	-2	-5	-51	-12	1	-12	-0.6
CCOc1ccc(C2Nc3cccc4cccc(c34)N2)cc1OC	-3	4	-13	0	-7	31	-18	-2	-10	-0.1
OCCN1CCN(c2ncnc3c2sc2nc(N4CCOCC4)c4c(c23)CCC4)CC1	10	7	-5	0	10	11	8	-9	24	-0.6
Cc1ccccc1NC(=O)C1CCN(S(=O)(=O)c2cccs2)CC1	4	-2	8	1	-6	22	8	3	8	-0.9
COC(=O)c1ccc(N2CCN(C)CC2)c(NC(=O)c2cc3ccccc3o2)c1	4	14	6	3	-4	-2	-5	5	-40	0.8
O=C(CN1C(=O)NC2(CCc3ccccc32)C1=O)NCC(F)(F)F (configuration not stated)	7	-1	-2	-3	-2	17	5	2	7	0.0
Cc1ccc(N2CC(C(=O)Nc3nnc(SCc4ccccn4)s3)CC2=O)cc1 (configuration not stated)	-7	0	-1	1	0	16	-25	-2	6	-0.6
CC(C)c1cccc(C(C)C)c1NC(=O)CCl	1	0	-8	3	-5	37	-10	1	-76	-1.4
COC(=O)C1=C(O)CSC1=Nc1ccc(C)cc1	-1	4	-2	-1	1	11	-26	22	20	-0.1
COc1ccccc1C(=O)Nc1c(C)cc(Br)cc1C	2	2	4	-1	1	6	-9	26	8	0.0
O=C1c2ccccc2CCC1C(O)c1ccccn1 (configuration not stated)	0	0	-2	-1	-13	7	-37	-2	16	1.0
CCCCCN(C(=O)CCC(=O)OCc1cc(C)ccc1C)c1c(N)n(CCCC)c(=O)[nH]c1=O	x	-3	6	x	15	16	x	31	40	-41
O=C(O)c1ccc(CNCc2ccc(Cl)cc2Cl)cc1	0	-2	-4	-3	0	33	-5	-8	-2	0.1
Further structures
SMILES	IEC-6 cytotox	Platelet DG rel	HSF1 inhib	HSP90 refold inh	SKKanGAS inh	AI-2 QS modul	KLF5 inhibitor	HSF-1 act	aSyn 5UTR inh	HIF act
CCOc1ccc(CC(=O)N/N=C(\C)c2cccnc2)cc1	5	2	-3	0	6	-4	-39	3	6	-1.3
COC(=O)c1ccc(NS(=O)(=O)c2ccc3c(c2)n(C)c(=O)n3C)cc1	-6	-1	-1	-1	-4	-2	-17	-6	-3	0.9
COc1cc(/C=N/NC(=O)CCc2ccccc2)ccc1O	1	0	-9	1	8	36	-15	-8	-10	-0.6
CC1CCN(CCCNC(=O)c2ccc3c(=O)n(Cc4ccc(Cl)cc4)c(=S)[nH]c3c2)CC1	-8	5	25	-3	14	18	-21	79*	-29	0.2
COc1ccc(OC)c(NS(=O)(=O)c2cc3c4c(c2)CCN4C(=O)CC3)c1	x	-2	-4	x	-5	28	x	2	9	2.6
c1ccc(CSc2nnc(-c3cccnc3)o2)cc1	2	-34	10	-1	-1	-95*	-68	25	-123	2.0
OC(CC#CCN1CCOCC1)(c1ccccc1)c1ccccc1	-8	-3	-4	-3	-2	17	3	6	-8	0.0
Cc1cccc(NC(=O)CN2CCN(C(=O)C3CCCO3)CC2)c1C (configuration not stated)	2	-13	-1	0	-1	11	1	4	5	-0.1
CN(C)CCCn1c(SCC(=O)N2CC(=O)Nc3ccccc32)nc2ccccc2c1=O	-3	0	3	-3	6	-10	-14	1	-5	-0.5
CC1C=CCC2C(=O)N(c3cccc(C(=O)N4CCCCCC4)c3)C(=O)C12 (configuration not stated)	2	7	0	1	5	3	-12	2	14	0.3

Some entries already given, showing only HSF1 inhib:
structure | HSF1 inhib
COc1ccc(OC)c(NS(=O)(=O)c2cc3c4c(c2)CCN4C(=O)CC3)c1 | -4
c1ccc(CSc2nnc(-c3cccnc3)o2)cc1 | 10

(more compounds)
SMILES	IEC-6 cytotox	Platelet DG rel	HSF1 inhib	HSP90 refold inh	SKKanGAS inh	AI-2 QS modul	KLF5 inhibitor	HSF-1 act	aSyn 5UTR inh	HIF act
CCCc1cc(NCCN(C)C)n2c(nc3ccccc32)c1C#N	-3	-4	-7	-1	1	31	-38	-15	12	1.2
Cc1nnc(NS(=O)(=O)c2ccc(Br)cc2)s1	-4	14	5	-1	10	17	-37	-1	1	0.2
CCC(CC)c1nnc(NC(=O)COc2ccc3c(c2)OCO3)s1	-6	5	-11	-2	-12	x	5	8	1	0.8
COCCNC(=S)N/N=C(\C)c1ccc(O)cc1	3	14	5	3	3	10	-1	7	9	-5.3
Cc1ccc(NC(=O)c2ccc(C(=O)c3ccccc3)cc2)nc1	x	-4	10	x	-18	7	x	20	-109	2.7
O=S(=O)(c1ccc2ccccc2c1)N1C=CC(C(F)(F)F)=NCC1	1	7	-3	3	-9	20	-1	5	-1	-13
COc1ccc(C(C(N)=O)c2ncc(C(F)(F)F)cc2Cl)cc1OC (configuration not stated)	-6	-2	-5	-1	-4	24	-37	-8	0	-0.5
Cc1cccc(N2CCN(C(=O)c3cccc(N4C(=O)C5CC=CC(C)C5C4=O)c3)CC2)c1C (configuration not stated)	-4	-1	-1	-5	20	25	-27	19	32	-0.6
